# Screening results deposited in PubChem by National Center for Advancing Translational Sciences (NCATS).
# ERG-DNA inh – qHTS for Small Molecule Inhibitors of the ERG Ets/DNA interaction. fluorescence polarization, His-ERG Ets domain / labelled DNA. actives 0.028% (n = 370,000). Potency, µM (series often up to 76.9 µM), for the others: at the top dose FP activity, negative = inhibition, actives largely listed as inhibitors. Transcriptional regulator ERG (Homo sapiens), P11308. AID 624246, 2012; active = well fitted inhibition curve with a large enough effect in the polarisation, with a control signal flat; inconclusive = small, poorly fitted or top-dose-only effect, or effect the other way, or a change in a side signal; inactive = no such curve, though single readings can be large or run the other way; the % refers to the polarisation;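 also: polarization taken with two DNA probes labelled with fluorescein and Texas red; potency is read from the fitted curve at half-maximal effect; % of control where 0% means no effect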
#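 His-tagged ERG Ets domain (1 uM in the protein solution; 300mM KCl, 50mM Tris-HCl, 1mM EDTA, 1mM DTT, pH 7.5) received compound, then a probe mix of 5 nM fluorescein-DNA and 100nM Texas-615-DNA. Fluorescence polarization was read for both dyes.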
# Anesthetic bind – qHTS Assay for Identification of Novel General Anesthetics | Ferritin light chain (Equus caballus), P02791 | apoferritin/1-aminoanthracene competitive binding, fluorescence | Potency, µM (doses to about 77.5 µM), for inactives: at the highest dose activity change, negative = displacement, usual class: inhibitors | actives 0.074% (n = 350,000); also: potency is read from the fitted curve at half-maximal effect; % is scaled to controls: 0 for no effect and ±100 for the full control effect; nearly all actives have a fitted effect of over 20% in size
#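 10 uM apoferritin + 50% sat. 1-AMA, PBS; cpd 10 min RT; Ex380/Em535 endpoint; normalized to free probe vs complex; 4-param Hill fit; propofol titration as pos. ctrl.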
# POLI inh – qHTS for Inhibitors of Polymerase Iota; DNA polymerase iota (Homo sapiens), Q9UNA4; Pol iota fluorescent replication assay, 10 min; Potency, µM (highest dose often 115 µM), inactives show at the highest dose activity, negative = inhibition, most hits filed as inhibitors; actives 1% (n = 390,000); AID 588590, 2011; also: potency is read from the fitted curve at half-maximal effect
# Target sequence (Q9UNA4 whole entry, looked up): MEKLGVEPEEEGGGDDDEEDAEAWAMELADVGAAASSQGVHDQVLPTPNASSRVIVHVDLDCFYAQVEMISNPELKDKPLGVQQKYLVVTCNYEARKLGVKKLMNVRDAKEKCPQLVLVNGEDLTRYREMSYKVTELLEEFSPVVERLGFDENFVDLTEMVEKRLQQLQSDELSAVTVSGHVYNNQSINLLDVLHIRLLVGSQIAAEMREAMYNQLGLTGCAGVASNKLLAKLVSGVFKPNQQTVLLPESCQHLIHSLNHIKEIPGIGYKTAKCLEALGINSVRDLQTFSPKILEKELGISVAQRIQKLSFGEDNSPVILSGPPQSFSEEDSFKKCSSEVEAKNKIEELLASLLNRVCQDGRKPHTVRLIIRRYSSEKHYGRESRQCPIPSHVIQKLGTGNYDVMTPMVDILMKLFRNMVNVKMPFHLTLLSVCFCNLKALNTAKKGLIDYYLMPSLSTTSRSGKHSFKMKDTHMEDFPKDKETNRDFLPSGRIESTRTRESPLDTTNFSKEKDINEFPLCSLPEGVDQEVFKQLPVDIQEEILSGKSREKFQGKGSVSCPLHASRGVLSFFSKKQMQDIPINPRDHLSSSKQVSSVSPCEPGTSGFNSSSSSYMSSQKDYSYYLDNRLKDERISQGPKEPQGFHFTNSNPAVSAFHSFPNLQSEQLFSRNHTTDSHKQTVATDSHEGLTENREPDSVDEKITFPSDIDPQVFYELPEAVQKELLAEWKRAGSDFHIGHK
#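 Pol iota at 10 nM preincubated 15 min with compounds at room temperature; reaction started with fluorescent substrate, 50 nM final. Fluorescence read kinetically at 0 and 10 min; buffer-only wells as negative control.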
# TRHR agonist – qHTS for Small Molecule Agonists and Allosteric Enhancers of Human TRH Receptor: Primary Screen for Agonists | Thyrotropin-releasing hormone receptor (Homo sapiens), P34981 | TRHR cells, calcium flux fluo-8, FDSS agonist mode | activation, % at 2 µM | actives 0.18% (n = 360,000); in the data active = activation above about 30%; also: 0% is about no effect
#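 In this calcium-flux screen, cells bearing human TRHR are dye-loaded with fluo-8, baselined for 10 cycles, then exposed to library compounds; positive kinetic calcium responses during the agonist phase mark hits, with TRH as control.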
# Pol kappa inh – qHTS for Inhibitors of Polymerase Kappa; purified Pol kappa, fluorescent DNA synthesis assay, 10 min; Potency, µM (top dose mostly 107 µM), without a hit: at the highest dose activity, negative = inhibition, hits mostly inhibitors; actives 0.53% (n = 400,000); AID 588579, 2011; also: potency is read from the fitted curve at half-maximal effect; % is scaled to controls: 0 for no effect and ±100 for the full control effect
#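 Here, compound and 10 nM enzyme are combined for 15 min at room temperature; adding 50 nM substrate (final) starts DNA synthesis, tracked by fluorescence at 0 and 10 min against buffer-only wells.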
# APE1 inh – qHTS Assay for Inhibitors of the Human Apurinic/apyrimidinic Endonuclease 1 (APE1); AID 2517, 2012; recombinant APE1, TAMRA/BHQ-2 abasic DNA cleavage fluorescence; Potency, µM (series often up to 65.8 µM), for inactives: at the highest dose activity change, negative = inhibition, actives largely listed as inhibitors; actives 0.35% (n = 350,000); DNA repair nuclease/redox regulator APEX1 (Homo sapiens), P27695;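 also: potency is read from the fitted curve at half-maximal effect; plate controls were vehicle for no effect and reference inhibitor for full effect; nearly all actives have a fitted effect of over 55% in size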
# Target sequence (P27695 whole entry, looked up): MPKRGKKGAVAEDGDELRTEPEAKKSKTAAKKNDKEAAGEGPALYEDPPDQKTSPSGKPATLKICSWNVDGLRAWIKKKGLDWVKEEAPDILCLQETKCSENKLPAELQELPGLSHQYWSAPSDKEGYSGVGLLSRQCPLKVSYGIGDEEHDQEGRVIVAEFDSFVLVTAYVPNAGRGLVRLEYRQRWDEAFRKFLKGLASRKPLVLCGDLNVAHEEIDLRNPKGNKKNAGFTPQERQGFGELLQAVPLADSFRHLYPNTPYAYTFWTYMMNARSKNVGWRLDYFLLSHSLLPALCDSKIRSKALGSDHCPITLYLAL
#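 Compound pre-exposure to 0.75 nM APE1, 15 min at ambient temperature. Reaction initiated with 50 nM TAMRA/BHQ-2 THF substrate, read immediately in kinetic mode, 525 nm excitation, 598 nm emission.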
# ALOX12 inh – Primary qHTS assay for inhibitors of human arachidonate 12S-lipoxygenase (ALOX12): Round 2; Polyunsaturated fatty acid lipoxygenase ALOX12 (Homo sapiens), P18054; purified 12hLO, xylenol orange hydroperoxide absorbance; Potency, µM (highest dose often 108 µM), inactives show at the top dose activity change, negative = inhibition, actives largely listed as inhibitors; actives 1.1% (n = 580,000); also: potency is read from the fitted curve at half-maximal effect; % is scaled to controls: 0 for no effect and ±100 for the full control effect
#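 Purified human 12hLO at 150 nM in 25 mM Hepes, 0.01% Triton X-100, pH 7.0, preincubated 15 min at room temperature with compound. Reaction started with 40 uM arachidonic acid, 30 min at room temperature. Hydroperoxide measured by Fe-xylenol orange, 573/405 nm absorbance ratio.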
# BLM helicase inh – qHTS Assay for Inhibitors of Bloom's syndrome helicase (BLM). actives 0.2% (n = 350,000). recombinant BLM DNA unwinding, fluorescence dequenching. RecQ-like DNA helicase BLM (Homo sapiens), P54132. AID 2528, 2010. Potency, µM (top dose mostly 56.1 µM), without a hit: at the top dose activity change, negative = inhibition, most hits filed as inhibitors;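 also: potency is read from the fitted curve at half-maximal effect; plate controls were vehicle for no effect and no enzyme for full effect; nearly all actives have a fitted effect of over 35% in size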
# POLB inh – qHTS Assay for Inhibitors of DNA Polymerase Beta; Pol beta primer extension/strand displacement, fluorescence kinetic; actives 1.3% (n = 340,000); Potency, µM (series often up to 114 µM), for inactives: at the top dose activity change, negative = inhibition, actives largely listed as inhibitors; AID 485314, 2010; also: potency is read from the fitted curve at half-maximal effect; % is scaled to controls: 0 for no effect and ±100 for the full control effect
#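 Enzyme-only controls used 10 nM Pol beta; buffer lacking enzyme served as negative control. Compound preincubated 15 min, then 50 nM substrate added; 0 and 10 min reads at room temperature.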
# * = called active by the depositor; i = inactive; ? = inconclusive; / = no result given; [ ] = remark or other dose. Unless noted, calls follow the shape of the dose curve; as a rule, active = well fitted curve in the direction sought with a large enough effect; inconclusive = small, poorly fitted or top-dose-only effect, or another doubt; inactive = no such curve, though single readings can be large; an effect the other way counts as inactive or inconclusive.
compound | ERG-DNA inh | Anesthetic bind | POLI inh | TRHR agonist | Pol kappa inh | APE1 inh | ALOX12 inh | BLM helicase inh | POLB inh
Cc1cccc(N2CC(c3nc4ccccc4[nH]3)CC2=O)c1 (stereo not drawn) | -4% | -7% | 35%[activator] | 0.6 | 1% | -4% | -11% | -3% | 20%
Cc1[nH]n(-c2ccccc2)c(=O)c1C(=O)c1cccc(F)c1 | -8% | -2% | ? | 0.2 | -14% | -3% | ? | 0% | -4%
Cc1ccc(C2(C)NC(=O)N(CC(=O)NNC(=O)c3ccoc3C)C2=O)cc1 (stereo not drawn) | -2% | / | 86%[activator] | 0.1 | -2% | 18% | 9% | / | /
COc1cccc(-c2cc(C(=O)NCC3CCCO3)c3cc(Br)cc(C)c3n2)c1 (stereo not drawn) | 0% | -5% | 19% | 0.7 | 0% | -7% | -4% | -2% | 19%
O=c1c2c([nH]c3ccc(Br)cc13)CCCC2 | -10% | -14% | 4% | -0.2 | -5% | 0% | 155%[activator] | 2% | -12%
O/N=C/Cc1[nH]c2ccccc2c1-c1ccccc1 | -6% | -20% | 29% | -1.1 | -16% | -10% | 0% | -17% | -23%
CC1CCc2c(sc3nnn(Cc4ccccc4)c(=O)c23)C1 (stereo not drawn) | -2% | ? | 6% | 0.3 | -8% | / | -10% | -7% | 2%
COc1ccc(Cn2c(SCc3ccc(C(=O)NCc4ccc(C)cc4)cc3)nc3cccnc32)cc1 | 14% | -1% | 79µM* | 1.5 | -36% | / | -2% | -3% | 13%
COc1ccccc1N1CCN(CC(=O)c2c(C)[nH]c3cc(C)ccc23)CC1 | 1% | -18% | -22% | 0.1 | -13% | -4% | ? | -4% | 2%
CC(=O)c1ccc2c(c1)C1C=CCC1C(c1cc3c(cc1Br)OCO3)N2 (stereo not drawn) | -3% | / | -17% | 1.0 | -15% | -15% | ? | / | /
CC(C)CCSc1nnc(N)s1 | -8% | ? | 84%[activator] | 0.0 | 9% | 5% | 0% | 1% | 22%
CNc1ccc(N=Nc2cccc3ncccc23)cc1 | 5% | / | ? | / | -5% | / | -22% | / | /
CC(C)Cc1cc(C(=O)NCCCN2CCOCC2)no1 | -7% | -3% | 17% | 0.5 | 20% | 0% | 12% | 2% | 7%
NC1=NC(=Nc2ccc(S(N)(=O)=O)cc2)c2ccccc21 | -8% | -3% | 15% | 0.2 | -17% | ? | 4% | 0% | 4%
O=C(COC(=O)CNC(=O)c1ccccc1)Nc1ccc(S(=O)(=O)N2CCCC2)cc1 | -4% | -15% | 14% | -0.5 | 1% | -9% | 7% | -1% | -7%
CCOc1ccc(NC(=O)Cn2c(=O)n(Cc3ccc(C(=O)NCc4ccc5c(c4)OCO5)cc3)c(=O)c3ccccc32)cc1 | 1% | -4% | 23% | 1.8 | 7% | / | -16% | -26% | -8%
O=C(NCc1cc(C(F)(F)F)cc(C(F)(F)F)c1)C1CC(c2ccccc2[N+](=O)[O-])=NO1 (stereo not drawn) | -11% | ? | 2% | -0.2 | -15% | -7% | -8% | -13% | 1%
COc1ccc(/C=N/NC(=O)CNC(=O)c2ccc(S(=O)(=O)N3CCOCC3)cc2)cc1OC | -20% | 5% | 144%[activator] | 1.1 | -5% | 4% | -18% | 4% | 51%
O=C(COc1ccccc1Cl)Nc1ccc(C(=O)N2CCCCC2)cc1 | 1% | ? | 4% | -0.6 | -5% | 8% | 11% | 1% | 41%
CCc1ccc(N(CC)C(=O)Cn2c(=O)oc3ccccc32)cc1 | -3% | -6% | 14% | 0.0 | -6% | / | -22% | 0% | 17%
O=C(/C=C/c1cccs1)NC1CCCC1 | 14% | -7% | -1% | -0.5 | 5% | 30% | -4% | -2% | -1%
O=C(OC(C(=O)NC1CCCCC1)c1ccccc1F)c1ccco1 (stereo not drawn) | -1% | 0% | -9% | -0.8 | -7% | -5% | -8% | -4% | 23%
CCc1ccc(S(=O)(=O)Nc2ccc(N3CCN(C)CC3)cc2)cc1 | -3% | -4% | 49%[activator] | 0.0 | 3% | 2% | ? | 4% | 1%
COc1ccc(NS(=O)(=O)c2ccc(C(=O)N3CCC(C)CC3)cc2)cc1 | -17% | / | 15% | / | 4% | 8% | -26% | / | /
COc1ccccc1CNC(=O)Cn1ncc2c(C)n(Cc3ccccc3Cl)c(C)c2c1=O | 6% | -3% | -12% | -1.1 | -24% | / | 4% | -6% | ?
Cc1cc(C)cc(OC(=O)c2cccnc2)c1 | -8% | -7% | -5% | -0.4 | ? | 20% | 42%[activator] | 0% | 3%
O=C(COc1ccc(S(=O)(=O)N2CCCC2)cc1Cl)NCc1ccccn1 | 0% | -10% | 17% | 0.4 | 1% | -4% | -14% | -3% | -2%
Cc1nnc(SCc2cccc(CSc3nnc(C)s3)c2)s1 | -5% | ? | 23% | 0.5 | -12% | 2% | -26% | -4% | 1%
N#Cc1ccc(C(=O)Nc2cc(S(=O)(=O)N3CCOCC3)ccc2N2CCCC2)cc1 | 12%[15.4 µM] | / | 10% | / | 1% | 14% | 38% | / | /
CC(C)N1CCN(Cc2ccsc2)CC1CCO (stereo not drawn) | 0% | 2% | 25% | 0.8 | 3% | 1% | 15% | 0% | 53%
COc1ccc(NC(=O)CN2CCN(Cc3ccccc3Cl)S2(=O)=O)cc1Cl | 5% | -8% | ? | -0.8 | -18% | / | -2% | -9% | -24%
Fc1ccc([C@H]2CCNCC2COc2ccc3c(c2)OCO3)cc1 (stereo partly drawn) | / | -1% | / | / | -2%[60.1 µM] | 0% | / | -1% | /
Cc1cc(C)cc(NC(=O)Cc2noc3ccccc23)c1 | 3% | -2% | 11% | 1.3 | -15% | / | -16% | -21% | 3%
Cc1cc(NC(=O)CN(C)CC(=O)Nc2ccc(Cl)cc2)no1 | -2% | / | -1% | / | 2% | 10% | ? | / | /
CCC(C)NC(=O)CC(C)C (stereo not drawn) | -3% | 2% | 16% | -0.9 | 6% | 4% | 2% | -3% | 12%
CCOC(=O)Cc1csc(NC(=O)CC(C)(C)C)n1 | 11% | -15% | 13% | 1.0 | 12% | 14% | -9% | -1% | -2%
c1cnc(N2CCN(c3ncnc4c3oc3ccccc34)CC2)nc1 | / | -13% | / | -0.2 | / | 2% | / | 1% | 17%
CCOC(=O)N1CCN(c2c(NCCN3CCCCC3CC)c(=O)c2=O)CC1 (stereo not drawn) | -1% | 1% | -3% | 0.3 | -6% | -3% | -32% | 0% | 8%
Cc1cccc(NC(=O)CN2C(=O)c3cccc4cccc2c34)c1C | -9% | 37%[activator] | 3% | 0.3 | 3% | / | -26% | -6% | 35%
COC(=O)c1ccccc1NC(=O)CN1C(=O)COc2ccccc21 | 3% | -8% | 22% | -2.1 | -10% | / | -15% | -1% | -1%
CCOC(=O)N1CCC(N2CCN(CCC(C)C)C(CCO)C2)CC1 (stereo not drawn) | -4% | -4% | 50%[activator] | 0.8 | -13% | 0% | -8% | -2% | 3%
O=c1[nH]nc(-c2ccc(NCCO)c([N+](=O)[O-])c2)c2ccccc12 | 10% | -3% | 14% | 0.8 | -26% | 23% | 0% | -2% | 2%
CCOC(=O)c1nn(-c2ccccc2)c(=O)c2c(NC(C)=O)scc12 | 3% | -4% | 36%[activator] | -0.2 | 0% | -5% | -14% | 0% | -24%
COc1ccc(NC(=S)Nc2ccccn2)c(OC)c1 | 5% | 1% | -10% | 1.4 | -13% | 5% | ? | -3% | -24%
CCCCOc1ccc(-n2nc(C)cc2C)nn1 | -7% | -21% | 11% | 0.1 | -5% | 10% | -5% | -5% | 30%
Oc1ccc(/C=N/Nc2ccccc2)cc1 | -3% | -12% | 136%[activator] | 0.1 | -8% | 10% | ? | -2% | 32%
COc1ccc(OC)c(NC(=O)CN(C)CC(=O)Nc2ccccc2Cl)c1 | 16% | -1% | 17% | -1.1 | -8% | 16% | i | -4% | 18%
CCCc1cc(=O)oc2cc(OCC(=O)NC(Cc3ccc(Cl)cc3)C(=O)O)ccc12 (stereo not drawn) | -7% | -10% | -6% | 0.3 | 7% | 30% | -9% | 3% | 37%
Cc1cc(CN(C)C(=O)C2CCC(=O)N(CCc3ccccc3)C2)n[nH]1 (stereo not drawn) | -15% | -3% | -7% | 0.9 | 0% | 15% | 1% | 0% | ?
COc1ccc([N+](=O)[O-])cc1NS(=O)(=O)c1cccc(C(=O)NCCCN2CCCC2=O)c1 | -5% | / | 16% | / | -5% | -5% | -14% | / | /
CCOC(=O)Cc1nnc(NC(=O)c2ccccc2OC)s1 | -9% | -16% | 22% | -3.0 | -20% | 3% | 107%[activator] | -3% | 27%
Cc1cc(=O)[nH]c(N/N=C/c2c(C)nn(-c3ccccc3)c2C)n1 | -7% | -7% | -23% | -0.5 | 2% | -5% | 15% | -1% | -6%

# This is a subset; rates above refer to the full screens.
